# Ec RNAP inh: Escherichia coli RNA polymerase inhibition | P0A8V2 | E. coli RNA polymerase, fluorescence transcription assay | inhibition, %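 (tested at 10 µM)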 | 0.2% of 62,000 active; in the data active means inhibition above about 20%;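 further: 0% = enzyme without compound and 100% = no enzyme blank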
# HTR1A agonist: activates the human 5-HT1a serotonin receptor; CHO 5-HT1a Ga15 NFAT-bla reporter, FRET ratio; 0% basal, 100% maximal reference agonist; P08908; activation, % at 10 µM; 0.56% of 65,000 active;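 active means activation above the screen-wide mean activation plus 3 SD, cut at about 19% in these data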;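 further: 0% = DMSO wells and 100% = 5-CT at EC100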
# D1 mod: allosterically modulates the human D1 dopamine receptor; P21728; HEK293 D1, CRE-luciferase, dopamine EC30 potentiation; actives deviate in either direction; B-score at 10 µM; 5.9% of 58,000 active; AID 641;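 active means luminescence count or its row- and column-corrected plate score outside the 99.7% band of the plate's sample wells, on either side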
# Target sequence (P21728 whole entry, looked up): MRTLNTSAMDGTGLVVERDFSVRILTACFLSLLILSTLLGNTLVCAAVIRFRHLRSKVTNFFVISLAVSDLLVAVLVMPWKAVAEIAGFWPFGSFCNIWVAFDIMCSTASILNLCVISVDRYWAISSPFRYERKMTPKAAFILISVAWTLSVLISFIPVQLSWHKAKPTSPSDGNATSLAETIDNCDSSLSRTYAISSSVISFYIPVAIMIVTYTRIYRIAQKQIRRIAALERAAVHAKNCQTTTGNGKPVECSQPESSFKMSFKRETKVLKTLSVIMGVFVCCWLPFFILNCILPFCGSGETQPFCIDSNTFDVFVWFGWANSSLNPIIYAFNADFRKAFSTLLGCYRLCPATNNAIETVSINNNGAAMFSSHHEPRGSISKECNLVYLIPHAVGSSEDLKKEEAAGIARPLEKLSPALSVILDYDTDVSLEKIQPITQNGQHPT
# M1 antag: antagonists of rat M1 muscarinic receptor; 3.4% of 64,000 active; B-score at 10 µM; CHO-M1 cells, Fluo-4 calcium, ACh EC80 antagonist mode; hits give low values; AID 628;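 active means calcium fluorescence response, raw or row-and-column corrected B-score, differing from the plate sample mean either way at a set confidence level, mostly lower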
# Target sequence (P08482 whole entry, looked up): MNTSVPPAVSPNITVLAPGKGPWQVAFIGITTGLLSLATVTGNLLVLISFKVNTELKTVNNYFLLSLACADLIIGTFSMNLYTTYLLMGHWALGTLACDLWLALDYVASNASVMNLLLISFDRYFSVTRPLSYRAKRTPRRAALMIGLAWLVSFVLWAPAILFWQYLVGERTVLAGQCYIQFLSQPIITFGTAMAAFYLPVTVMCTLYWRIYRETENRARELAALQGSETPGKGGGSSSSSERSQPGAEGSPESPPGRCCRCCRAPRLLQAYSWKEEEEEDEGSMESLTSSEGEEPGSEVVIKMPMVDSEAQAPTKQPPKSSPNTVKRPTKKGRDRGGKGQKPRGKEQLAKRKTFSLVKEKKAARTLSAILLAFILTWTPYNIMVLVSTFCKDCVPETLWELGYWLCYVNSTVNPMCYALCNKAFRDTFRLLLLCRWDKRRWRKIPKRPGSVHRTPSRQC
# Fluor 339 460: intrinsic fluorescence of library compounds, ex339/em460 – biochemical, MLSMR library, data from DPM-DC assay, artefact control, profiling panel; compound autofluorescence, ex339/em460 nm, NADH buffer; hits give high values; 1 = no-compound wells, NADH background; fluorescence fold increase at 10 µM; 5.5% of 65,000 active; AID 709;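 active means at 10 µM, mean starting fluorescence two-fold or more over control wells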;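 further: signal is the first read of a kinetic run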
# HER2 expr 66K: inhibitors of human Her2 kinase expression | P04626 | SKBR-3 HER2 protein level, AlphaScreen, 18-24 h; hits give low values | HER2 level % of control, % at 10 µM | 0.69% of 65,000 active | AID 645;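 active means HER2 level under 5% of the carrier-only control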;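 further: 100% = DMSO carrier and 0% = 500 nM PU-H71 HSP90 inhibitor; lower value means stronger loss of Her2 protein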
# Hsp90 block: displaces geldanamycin probe from tumor Hsp90; P07900; NCI-N417 lysate Hsp90, Cy3B-geldanamycin FP displacement; inhibition, % at 30 µM; 0.35% of 64,000 active; AID 429;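 active means inhibition above 50%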;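 further: 0% = tracer plus lysate wells and 100% = tracer alone without lysate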
# NADH coupling: blocks coupling enzymes of NAD/NADH assays; 0.02% of 65,000 active; IC50, µM (series often up to 10 µM), for the others: at the highest dose inhibition; coupled PK/LDH NADH assays, four targets;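 active means single-dose screening hits from any of four coupled enzyme assays that gave an IC50 when retested across doses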;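 further: the DPM-DC format reads NADH fluorescence rather than 340 nm absorbance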
# M1 agonist: agonists of M1 muscarinic receptor; CHO-M1 cells, Fluo-4 calcium fluorescence, agonist mode; hits give high values; B-score at 10 µM; 3% of 64,000 active;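 active means fluorescence rise, raw or as B-score row- and column-corrected plate score, outside the 99.7% band of its plate's samples, either direction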
# Numbers without * were called inactive; / = no result given; [ ] = another dose, or the depositor's remark.
SMILES,Ec RNAP inh,HTR1A agonist,D1 mod,M1 antag,Fluor 339 460,HER2 expr 66K,Hsp90 block,NADH coupling,M1 agonist
CC1(C)Oc2ccc(C(=O)NC3CCCC3)cc2N(CC(=O)NC2CCCC2)C1=O,6,-1.0,/,0.078,1.1,93,-2,1%,-0.0022
COc1ccc(-c2noc(-c3ccc(Br)o3)n2)cc1OC,5,1.0,-0.52,-0.39,1.2,102,-2,6%,-0.23
Cn1nc(C(=O)Nc2sccc2C(N)=O)ccc1=O,7,-1.5,-0.39,-1,1.1,103,-9,8%,0.64
Cc1c(C(=O)O)sc2ncn(C)c(=O)c12,16,-3.4,0.41,-0.031,1,118,-4,2%,-0.51
COc1ccc(C(CC(=O)O)NC(=O)C2CCCCC2)cc1 (centres undefined),4,1.3,0.67,0.42,1.1,107,0,2%,-0.56
COCCn1c(C)cc(C(=O)CN2C(=O)NC3(CCCCCCC3)C2=O)c1C,-5,-2.2,-0.65,-0.32,1.1,142,-3,5%,0.039
COc1ccc(NC(=O)CSc2nnc(-c3ccccc3)n2N)cc1,9,-2.9,-0.86,-0.039,1,99,-2,3%,0.16
CCN(CC)S(=O)(=O)c1ccc(NC(=O)Cn2c(=O)oc3ccccc32)cc1,11,0.3,/,0.061,1.1,102,/,2%,-0.047
CCCn1c(NCc2ccc(C)o2)nc2ccccc21,0,-0.4,-1.6,-0.44,1.1,86,-1,5%,-0.41
Cc1ccc(S(=O)(=O)N2CCOCC2)cc1C(=O)NC1CCCCC1,-2,-1.9,-1.2,0.25,1.1,87,-1,4%,0.53
O=C(CSc1nnc(-c2cnccn2)n1Cc1ccco1)c1ccc2ccccc2c1,6,-2.8,-0.072,-0.5,1.2,100,-2,4%,-0.34
Cc1cccc(C(=O)Nc2ncc(CN3CCOCC3)s2)c1,3,-1.6,-0.011,-0.57,1.1,65,-24,3%,-0.37
COC(=O)C(NC(=O)C(C)Oc1ccccc1)C(C)C (centres undefined),4,-1.2,0.012,0.14,1.1,102,-6,5%,1.1
COc1ccc(Cn2nnnc2CN(Cc2cc3cccc(C)c3[nH]c2=O)C2CCCC2)cc1,-3,2.0,-3.3*,1.1,1.1,70,-1,3%,2.2
O=C(CN(Cc1cccs1)C(=O)CNC(=O)c1ccco1)NC1CCCCC1,8,-2.2,/,0.15,1.1,91,-3,7%,-0.5
O=C(NCc1ccc2c(c1)OCO2)c1nnc(Cc2ccc(F)cc2)o1,1,-0.3,0.16,0.51,1.1,88,-2,3%,-0.044
COc1ccc(C(=O)N2CCN(c3ccc(C)c(C)c3)CC2)cc1OC,5,-3.5,0.19,0.03,0.82,101,-5,2%,-2.5*
O=C(CN1CCN(S(=O)(=O)c2ccc(F)cc2)CC1)Nc1ccc2c(c1)OCO2,2,-1.3,1.5,0.84,0.98,85,-3,4%,-1.6
O=C(Cn1c(C(=O)N2CCN(C3CCCC3)CC2)cc2sccc21)c1ccccc1,/,-0.7,-1.8,0.53,0.94,58,-4,6%,0.094
CCOC(=O)C1CCN(C(=O)C2CCN(S(=O)(=O)c3cccc4cccnc34)CC2)CC1,-11,0.5,/,0.08,1.1,103,1,11%,-0.63
CCCC(C(=O)NCc1ccco1)N(C(=O)CNS(=O)(=O)c1ccc(Cl)cc1)C1CCCC1 (centres undefined),-1,-2.5,-0.14,0.92,1,49,-2,7%,-0.47
O=C(NCc1ccco1)c1ccccc1Br,/,-0.6,/,0.56,1.1,91,-1,6%,0.6
CCCCN(C)S(=O)(=O)c1ccc(C(=O)Nc2nnc(CSC)o2)cc1,6,-0.9,-1.4,0.055,1,86,-1,6%,-0.5
CCOC(=O)NC(=O)CSc1ccccn1,7,5.4,0.033,0,1.1,84,-3,3%,-0.88
O=C(NC1(C(F)(F)F)NC(=O)N(Cc2cccnc2)C1=O)c1cccs1 (centres undefined),4,-1.9,0.86,0.092,1.1,81,-5,3%,-0.33

# Continued.
SMILES,Ec RNAP inh,HTR1A agonist,D1 mod,M1 antag,Fluor 339 460,HER2 expr 66K,Hsp90 block,NADH coupling,M1 agonist
COc1ccc(NC(=O)c2cnn3c(C(F)(F)F)cc(-c4ccco4)nc23)cc1OC,7,-0.8,0.099,-0.0053,1,101,0,7%,0.09
CC(=O)c1c(COC(=O)c2cccnc2)nc2ccccc2[n+]1[O-],13,-4.7,0.15,-0.18,1.2,109,-12,6%,-0.66
COc1cccc(N2CCN(C3CC(=O)N(c4ccc(Cl)c(Cl)c4)C3=O)CC2)c1 (centres undefined),4,1.9,1.3,-0.29,1.1,110,1,8%,0.62
CCOc1ccc(NC(=O)CSc2nnc(-c3ccccn3)n2N)cc1,-1,-2.8,-0.8,-0.11,0.01,106,/,4%,-0.95
CC(C)(C)c1cc(CN2CCCC(O)C2)c(O)c(C(C)(C)C)c1 (centres undefined),/,-1.3,-0.25,-0.53,1.1,80,-2,3%,-0.42
CCOc1cc2[nH]c(=O)n(CC3CCC(C(=O)NCCCOC)CC3)c(=O)c2cc1OCC (centres undefined),6,0.9,0.08,0.47,2.1*,120,0,0%,0.24
CCCCc1c(C(=O)O)cc(OC)cc1C(=O)O,11,1.1,0.45,-0.5,1.1,81,-4,0%,0.0044
COc1cc2c(cc1OC)C(c1cc3cc(OC)c(OC)cc3[nH]c1=O)N(C(=O)C1CC1)CC2 (centres undefined),-1,-0.3,2.8,0.81,2.6*,88,-2,11%,-1.2
Cc1cnc(C(=O)OCC(=O)NC(=O)NC(C)C)cn1,6,-3.4,0.06,0.54,0.95,98,1,7%,-0.21
COCC(C)NC(=O)c1ccc(Cl)c(Cl)c1 (centres undefined),1,-4.5,-0.025,0.1,1.1,84,-6,1%,0.66
Cc1nn(-c2ccccc2)c(Oc2ccc(F)cc2)c1/C=N/n1cnnc1,-1,2.7,/,0.13,0.85,94,0,14%,0.43
CCCCC(=O)Nc1ccc2c(c1)OCCO2,10,-0.8,-0.98,-0.39,1.1,102,-3,0%,-0.12
Cc1cc2c(ccc3[nH]onc32)n1,11,-1.4,-0.3,1.6,1.4,64,-6,11%,-0.019
Cn1c(=O)[nH]c(=O)c2c1ncn2CCN1CCCCC1,0,1.9,-1.8,0.13,1.1,63,1,4%,0.16
Cc1oc(-c2ccccc2F)nc1CS(=O)(=O)CC(=O)N1CCCCCC1,4,-2.6,-0.17,-0.59,1,66,-1,3%,0.23
CCCc1cc(C(=O)NC2CCCC2)no1,-4,-2.5,0.12,0.43,1,117,-3,1%,-0.053
Cc1noc(C)c1C(=O)NC(C)c1ccc2c(c1)OCO2 (centres undefined),3,-0.8,-1.9,-0.15,1.1,96,-9,1%,-0.067
CC(C)OCCCNC(=O)NC12CC3CC(CC(C3)C1)C2,3,-2.7,0.41,-0.26,1.1,127,3,2%,-0.068
CSc1nc2ccc(NS(=O)(=O)c3ccc4c(c3)OCCO4)cc2s1,7,-3.0,-0.53,-1.9,1.1,108,/,6%,1.4
CC(=O)c1cnc2cc(-c3ccccc3)nn2c1C,-4,-3.7,0.4,-0.51,1.9,105,-2,2%[fluoresces],0.022
O=C(c1c(Cl)nc2sccn12)N1CCCc2ccccc21,5,-3.4,-0.35,0.36,1,82,/,3%,-0.25
O=C(c1ccc2c(c1)OCO2)N1CCc2ccccc2C1,5,1.4,22*,0.4,1,80,0,9%,0.13
CCC(=O)N1CCN=C1SCc1ccccc1,6,-1.2,1,0.0045,1.1,98,-3,1%,-0.87
COc1cccc(N2CCN(C(=O)c3ccc(=O)oc3)CC2C)c1 (centres undefined),0,1.8,-0.91,0.25,1.5,103,-2,4%,-0.5
Cc1cc(C)n(-c2ccc(C(=O)OCC(=O)c3c(N)n(C)c(=O)n(C)c3=O)cc2)n1,3,-1.5,/,-0.86,1.1,99,-2,5%,-0.049

# Just M1 antag, for some of the entries so far:
structure | M1 antag
Cc1cc2c(ccc3[nH]onc32)n1 | 1.6
Cn1c(=O)[nH]c(=O)c2c1ncn2CCN1CCCCC1 | 0.13

# Next structures.
SMILES,Ec RNAP inh,HTR1A agonist,D1 mod,M1 antag,Fluor 339 460,HER2 expr 66K,Hsp90 block,NADH coupling,M1 agonist
CCOC(=O)N1CCC(NC(=O)c2cccn3c(=O)c4cc(Br)ccc4nc23)CC1,-3,-1.6,0.63,0.37,2.2*,76,-4,7%,0.087
O=C(c1ccccc1NS(=O)(=O)c1cccs1)N1CCOCC1,6,-1.0,0.18,0.059,1.1,140,-1,7%,-1.1
O=C(c1ccccc1Cl)N1CCC(c2nc3c(nnn3Cc3ccco3)c(=O)[nH]2)CC1,0,1.0,6.1*,0.044,1,85,-1,3%,-0.89
COc1ccc(CNC(=O)C2CCCN2S(=O)(=O)c2ccccc2)cc1 (centres undefined),7,-3.1,/,0.23,1.1,85,-2,3%,-0.093
C#CCn1c(=NC(=O)CN2C(=O)CCC2=O)sc2cccc(C)c21,7,-1.2,-0.6,0.13,1,96,-2,12%,0.86
Cc1ccc(N2CC(C(=O)Nc3cc(C)ccc3F)CC2=O)cc1 (centres undefined),4,-2.6,-0.21,0.16,1.1,105,-1,1%,-0.024
COc1ccc(-c2c3c(nc4sc(C(=O)Nc5cc(C)on5)c(N)c24)CCC3)cc1,-1,0.9,-1.5,0.82,2.6*,59,-20,16%,-0.13
CCOC(=O)c1nc2sc(C)c(C)c2c(=O)[nH]1,-6,0.2,/,1.1,3.7*,121,-1,12%[fluoresces],-0.0086
Cc1cc(C)nc(SCCC(=O)N2CCOCC2)n1,5,-4.1,-1.4,0.15,1.1,95,-1,7%,0.086
Cc1ccc(S(=O)(=O)/N=C(\CN2CCCCC2)N2CCOCC2)cc1,7,-1.0,0.57,-2.6*,1,110,-5,5%,-0.043
CCn1c(SCC(=O)Nc2c(C)n(C)n(-c3ccccc3)c2=O)nnc1-c1cccc(C)c1,3,12,0.042,-1.9*,1.1,100,1,5%,2.5
COc1ccc(OC)c(C(=O)CSc2nnc(Cc3cccs3)n2C)c1,4,-2.2,2.1,-0.53,1.1,84,-5,7%,-0.78
O=C(Cc1coc2ccc3ccccc3c12)N1CCN(c2ncccn2)CC1,2,-4.4,0.57,-3.3*,1.2,93,-2,6%,-0.76
O=C(Nc1cccc(-c2cn3ccsc3n2)c1)c1ccccc1,7,-1.0,-1.2,-0.73,1.1,90,-11,5%,0.47
O=C(COc1ccccc1Br)NCc1ccco1,-1,-2.7,/,/,1.1,59,2,6%,/

# 11 entries already listed, arranged by molar mass, smallest number first.
SMILES,Ec RNAP inh,HTR1A agonist,D1 mod,M1 antag,Fluor 339 460,HER2 expr 66K,Hsp90 block,NADH coupling,M1 agonist
CCOC(=O)c1nc2sc(C)c(C)c2c(=O)[nH]1,-6,0.2,/,1.1,3.7*,121,-1,12%[fluoresces],-0.0086
Cc1cc(C)nc(SCCC(=O)N2CCOCC2)n1,5,-4.1,-1.4,0.15,1.1,95,-1,7%,0.086
O=C(COc1ccccc1Br)NCc1ccco1,-1,-2.7,/,/,1.1,59,2,6%,/
Cc1ccc(N2CC(C(=O)Nc3cc(C)ccc3F)CC2=O)cc1 (centres undefined),4,-2.6,-0.21,0.16,1.1,105,-1,1%,-0.024
C#CCn1c(=NC(=O)CN2C(=O)CCC2=O)sc2cccc(C)c21,7,-1.2,-0.6,0.13,1,96,-2,12%,0.86
Cc1ccc(S(=O)(=O)/N=C(\CN2CCCCC2)N2CCOCC2)cc1,7,-1.0,0.57,-2.6*,1,110,-5,5%,-0.043
O=C(Cc1coc2ccc3ccccc3c12)N1CCN(c2ncccn2)CC1,2,-4.4,0.57,-3.3*,1.2,93,-2,6%,-0.76
COc1ccc(CNC(=O)C2CCCN2S(=O)(=O)c2ccccc2)cc1 (centres undefined),7,-3.1,/,0.23,1.1,85,-2,3%,-0.093
COc1ccc(OC)c(C(=O)CSc2nnc(Cc3cccs3)n2C)c1,4,-2.2,2.1,-0.53,1.1,84,-5,7%,-0.78
COc1ccc(-c2c3c(nc4sc(C(=O)Nc5cc(C)on5)c(N)c24)CCC3)cc1,-1,0.9,-1.5,0.82,2.6*,59,-20,16%,-0.13
CCn1c(SCC(=O)Nc2c(C)n(C)n(-c3ccccc3)c2=O)nnc1-c1cccc(C)c1,3,12,0.042,-1.9*,1.1,100,1,5%,2.5

# Screening data from PubChem BioAssay.
